# Source: PubChem BioAssay
# PglD DTNB – inhibitors of Campylobacter jejuni PglD acetyltransferase | hit rate 0.098% among 360,000 | purified PglD enzyme, DTNB colorimetric CoA detection | AID 602405 | inhibition, % at 12.5 µM; in the data active = inhibition above about 16%, passing the limit was not always enough; also: strong numbers were not always called active
# Cneo AK release – Cryptococcus neoformans lysis via adenylate kinase release; lysis activity, % at 15 µM; AID 651654; hit rate 0.2% among 360,000; C. neoformans lysis, adenylate kinase release luminescence, 4 h; normalised: neutral wells 0, clomiphene wells 100;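 active = mean lysis activity across replicates of at least 80%, whatever share of replicates individually reach that level; inactive = mean lysis activity below 80%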
#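 Test system: log-phase Cryptococcus neoformans yeast cells. Input: 5 × 10^6 yeast cells/mL. Medium: fresh YPD growth medium. Doses: single dose. Incubation: static 4 h at 37 °C with compound, 1 h detection. Measured by: luminescent adenylate kinase detection reagent. Read-out: signal increase indicating cell lysis. Benchmarks: Clomiphene.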
# RAD52 inh – RAD52 (human) annealing inhibition; P43351; recombinant RAD52 DNA annealing, FRET fluorescence; inhibition, % at 18.7 µM; hit rate 0.46% among 360,000;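 active = every replicate showing at least 50% inhibition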
# Target sequence (P43351 whole entry, looked up): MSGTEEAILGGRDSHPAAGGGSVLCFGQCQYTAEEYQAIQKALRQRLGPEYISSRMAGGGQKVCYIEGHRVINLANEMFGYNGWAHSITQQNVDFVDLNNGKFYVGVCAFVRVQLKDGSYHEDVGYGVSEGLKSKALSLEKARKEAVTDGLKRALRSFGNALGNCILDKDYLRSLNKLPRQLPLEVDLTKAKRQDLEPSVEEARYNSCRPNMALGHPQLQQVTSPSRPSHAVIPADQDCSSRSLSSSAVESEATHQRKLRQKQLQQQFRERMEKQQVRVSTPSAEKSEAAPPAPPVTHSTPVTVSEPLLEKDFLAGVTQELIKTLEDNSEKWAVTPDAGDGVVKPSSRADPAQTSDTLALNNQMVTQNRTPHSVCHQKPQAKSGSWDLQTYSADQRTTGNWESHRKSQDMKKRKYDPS
# E-sel inducer – induces E-selectin expression in human endothelial cells; activation, % at 7.58 µM; AID 686992; hit rate 0.37% among 260,000; P16581; HUVEC E-selectin immunofluorescence imaging; normalized: neutral wells 0, TNF-alpha wells 100;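 active = mean E-selectin-positive cell signal at least 10% of the positive control, reached in at least 60% of replicates, without over 20% cell loss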;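 also: in these data hits start at about 27%; measured in HUVEC primary endothelial cells; signal is the percent of cells scored E-selectin positive by PE staining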
# Target sequence (P16581 whole entry, looked up): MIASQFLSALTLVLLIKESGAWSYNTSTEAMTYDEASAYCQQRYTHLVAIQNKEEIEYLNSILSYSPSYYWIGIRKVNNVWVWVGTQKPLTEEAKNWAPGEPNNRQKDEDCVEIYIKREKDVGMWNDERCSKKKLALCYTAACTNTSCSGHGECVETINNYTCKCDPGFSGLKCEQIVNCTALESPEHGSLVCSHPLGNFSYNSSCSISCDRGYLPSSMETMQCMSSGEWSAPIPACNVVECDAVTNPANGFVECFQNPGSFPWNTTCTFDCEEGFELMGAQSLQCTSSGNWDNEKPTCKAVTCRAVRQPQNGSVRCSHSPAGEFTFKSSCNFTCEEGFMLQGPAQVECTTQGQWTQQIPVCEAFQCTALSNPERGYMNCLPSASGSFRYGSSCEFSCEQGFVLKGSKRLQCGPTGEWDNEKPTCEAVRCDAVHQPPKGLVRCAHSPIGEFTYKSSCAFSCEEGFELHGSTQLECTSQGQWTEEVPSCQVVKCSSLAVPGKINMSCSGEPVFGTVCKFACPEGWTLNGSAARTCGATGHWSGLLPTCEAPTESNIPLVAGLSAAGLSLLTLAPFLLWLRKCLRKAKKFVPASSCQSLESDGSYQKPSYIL
#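 Assay system: HUVEC primary endothelial cells. Input: 3,000 HUVEC seeded per well. Doses: one compound dose added by pin transfer. Read-out basis: % PE-positive cells. Benchmarks: TNF-alpha high, DMSO low. Detection: immunofluorescence imaging. Buffer or medium: EGM-2, gelatin.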
# miR-122 sensor – inhibitors of miR-122 in Huh7 cells; Huh7 miR-122 Renilla luciferase sensor, 48 h; neutral wells = 0, positive control = 100; activation (reporter increase), % at 12.5 µM; hit rate 0.3% among 340,000; AID 602342;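 active = mean replicate activation score at least 90 and every replicate individually at or above 90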;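 also: higher luciferase means less miR-122 activity so hits act as miR-122 inhibitors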
# PGC1a acetyl inh – PGC1a acetylation modulation, inhibitor mode; AID 651687; U2OS PGC1a acetylation, AlphaScreen anti-acetyl-lysine; with virally co-expressed GCN5 acetyltransferase; inhibition, % at 15.6 µM; hit rate 0.17% among 350,000;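 active = every replicate shows inhibition of at least 40%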;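 also: 0% = neutral control wells and 100% = positive control wells; some results beyond the cut were filed as inactive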
# ERAP1 inh – ERAP1 (human) enzyme inhibition | inhibition, % at 10.7 µM | AID 652197 | hit rate 0.15% among 340,000 | recombinant ERAP1, Leu-AMC fluorescence, 60 min;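 active = mean replicate inhibition of at least 30%, or all replicates individually reaching that 30% level; inactive = mean below 30% and not every replicate reaching it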;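 also: 0% = neutral control wells and 100% = L-leucinethiol positive control wells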
# RAD54 branch – RAD54 (human) branch migration inhibition; Q92698; RAD54 Holliday junction branch migration, FAM/BHQ fluorescence; inhibition, % at 10.4 µM; hit rate 0.14% among 360,000; AID 602329;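 active = mean normalized replicate activity at least 40 and at least half of replicates scoring 40 or more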;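 also: 0% = median of neutral control wells and 100% = median of positive control wells; inhibitors cause a drop in the FAM fluorescence signal; in these data hits start at about 50%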
# An asterisk follows results filed as active; x = no result given; & = joins results of further samples; [ ] = remark or other dose. Rows were taken by chance; about 1.4% have a hit in one of these screens.
SMILES,PglD DTNB,Cneo AK release,RAD52 inh,E-sel inducer,miR-122 sensor,PGC1a acetyl inh,ERAP1 inh,RAD54 branch
O=C1SCCC1NS(=O)(=O)c1ccc([N+](=O)[O-])cc1 (stereo not drawn),-1,0,-10,x,-1,5,0,3
CCCNC(=O)C[C@H]1C[C@@H]2c3cc(NS(=O)(=O)c4cccc(OC)c4)ccc3O[C@@H]2[C@H](CO)O1,2,8,-9,0.4,6[16.7 µM],-8,0,-4
COc1ccc(NC(=O)C2CCCN2S(=O)(=O)c2ccc3c(c2)CCC(=O)N3)cc1 (stereo not drawn),4,-1,-9,0.2,-6,-4,0,-8
C[C@@H]1CCCCO[C@H](CN(C)C(=O)C2CCCCC2)[C@H](C)CN([C@H](C)CO)C(=O)c2cc(NS(=O)(=O)c3ccc(Cl)cc3)ccc2O1,-2,-2,18,-0.1,-10[16.7 µM],-3,2,-2
CNC(=O)C[C@H]1CC[C@@H]2[C@@H](COc3ccc(NC(=O)Nc4cccc(C)c4)cc3C(=O)N2C)O1,2,-3,-1,0.1,16[16.7 µM],-3,2,2
COCc1cc(N2CCCCC2)nc(-c2ccccc2)n1,-1,1,-6,2.8,0,-10,-2,-1
Cc1noc(C)c1S(=O)(=O)Nc1ccc2c(c1)C(=O)N([C@H](C)CO)C[C@@H](C)[C@H](CN(C)S(=O)(=O)c1ccc(F)cc1)OCCCC[C@@H](C)O2,-1,5,59*,-0.1,-3[16.7 µM],25,1,-8
CC(=O)OCC(O)C1(O)CCC2C3CCC4=CC(=O)CCC4(C)C3C(O)CC21C (stereo not drawn),8,-1,-6,x,6,-9,-1,-10
CCCNC(=O)C1(C)CCN(C(=O)c2ccc(OC)cc2OC)C1 (stereo not drawn),0,0,1,-0.1,-7,8,10,1
CCOC(=O)c1cccc(NC(=O)C2CCCN(S(=O)(=O)c3cnc[nH]3)C2)c1 (stereo not drawn),-4,0,-19,x,-9,-7,x,-4
C[C@@H]1CN([C@H](C)CO)C(=O)c2cc(NS(C)(=O)=O)ccc2O[C@@H]1CN(C)S(=O)(=O)c1cccs1,-3,40,-3,-0.1,11[16.7 µM],13,0,1
O=C(C[C@H]1C[C@@H]2c3cc(NC(=O)CC4CC4)ccc3O[C@@H]2[C@@H](CO)O1)NCc1ccccc1F,4,13,2,-0.3,-2[16.7 µM],-7,0,-15
CCOC(=O)c1ccc(S(=O)(=O)n2c(=O)oc3ccccc32)cc1,-5,-5,-9,-0.6,x,x,3,-12
CO[C@@H]1CN(C)C(=O)c2cc(NC(=O)C3CCCC3)ccc2OC[C@@H](C)N(C(=O)c2ccccc2)C[C@H]1C,3,51,12,-0.1,2[16.7 µM],x,0,1
Cc1ccc(NC(=O)CNC(=O)OCc2ccccc2)cc1C,2,-2,-9,3.0,-5,3,-2,4
CCC1Nc2ncnc(N3CCOCC3)c2N(Cc2ccccc2)C1=O (stereo not drawn),-5,0,-8,0.0,-5,6,1,1
CC1CCN(c2c(NCC3CCC(C(=O)N4CCCC(C)C4)CC3)c(=O)c2=O)CC1 (stereo not drawn),7,-1,-8,0.0,2,5,-1,10
O=C(NC1CCCC1)c1ccc(Cl)s1,2,2,-7,0.3,-3,x,-1,-1
COc1ccc(N2CCN(C3CCCN(C(=O)CN4CCOC4=O)C3)CC2)cc1 (stereo not drawn),3,3,-4,x,x,8,3,22
CCCNC(=O)COc1ccc(C=O)cc1,4,-2,12,x,x,5,-1,-4
Cc1ccc(S(=O)(=O)c2nc(-c3ccc(F)cc3)oc2N2CCOCC2)cc1,-2,-2,0,x,x,x,3,-11
CCn1c(SCC(=O)NNC(=O)Cc2ccccc2)nnc1-c1ccncc1,x,x,-7,0.0,x,10,-3,x
COc1ccc(S(=O)(=O)N2CCc3ccccc32)cc1C(=O)N1CCN(C=O)CC1,-3,-2,-9,-0.1,-6,10,-5,-2
CC(=O)NC(=O)NC1CSCC1OC(C)=O (stereo not drawn),4,1,x,x,-13,x,x,2
Cc1ccc(S(=O)(=O)N[C@@H]2CC[C@H](CCNC(=O)CN3CCOCC3)O[C@H]2CO)cc1,-3,-3,-6,-2.4,x,7,-2,4

# The closing 7 records of the section above lead into the next.
SMILES,PglD DTNB,Cneo AK release,RAD52 inh,E-sel inducer,miR-122 sensor,PGC1a acetyl inh,ERAP1 inh,RAD54 branch
COc1ccc(N2CCN(C3CCCN(C(=O)CN4CCOC4=O)C3)CC2)cc1 (stereo not drawn),3,3,-4,x,x,8,3,22
CCCNC(=O)COc1ccc(C=O)cc1,4,-2,12,x,x,5,-1,-4
Cc1ccc(S(=O)(=O)c2nc(-c3ccc(F)cc3)oc2N2CCOCC2)cc1,-2,-2,0,x,x,x,3,-11
CCn1c(SCC(=O)NNC(=O)Cc2ccccc2)nnc1-c1ccncc1,x,x,-7,0.0,x,10,-3,x
COc1ccc(S(=O)(=O)N2CCc3ccccc32)cc1C(=O)N1CCN(C=O)CC1,-3,-2,-9,-0.1,-6,10,-5,-2
CC(=O)NC(=O)NC1CSCC1OC(C)=O (stereo not drawn),4,1,x,x,-13,x,x,2
Cc1ccc(S(=O)(=O)N[C@@H]2CC[C@H](CCNC(=O)CN3CCOCC3)O[C@H]2CO)cc1,-3,-3,-6,-2.4,x,7,-2,4
CC(C)(C)NC(=O)NC(=O)COc1ccccn1,10,-3,x,x,3,1,x,-1
O=C(N[C@@H]1CC[C@H](CCn2cc(C3CC3)nn2)O[C@H]1CO)c1cccnc1,-4,16,0,0.5,-8[16.7 µM],-9,-1,1
COc1ccccc1CNC(=O)CC(NS(=O)(=O)c1ccc(C)cc1)c1ccco1 (stereo not drawn),2,-1,x,x,10,-13,x,5
C[C@H](CO)N1C[C@H](C)[C@H](CN(C)Cc2ccc(Cl)c(Cl)c2)OCCCC[C@H](C)Oc2ccc(NS(C)(=O)=O)cc2C1=O,x,x,15,-0.4,x,9,1,x
CCc1nnc(NC(=O)CSc2nnc(C(C)NC(=O)c3ccccc3)n2C)s1 (stereo not drawn),5,0,-25,x,-6,-1,-3,7
CCCCNC(=O)CCn1nc(-c2ccccc2)c2ccccc2c1=O,-6,1,x,x,x,2,x,-2
CC12C=CC(=O)C=C1CCC1C2C(=O)C[C@@]2(C)C1CCC2(O)C(=O)CO (stereo partly drawn),-11,0,-5,0.0,-1,-5,-2,0
CC(C)C(=O)Nc1cccc(C(=O)NCc2ccc(S(N)(=O)=O)cc2)c1,4,0,x,x,-4,8,x,5
CCCCn1c(N)c(N(CCC(C)C)C(=O)c2ccc3c(c2)OCO3)c(=O)[nH]c1=O,2,5,-9,-0.3,x,-18,-1,-12
O=C(O)/C(=C\c1cccc(O)c1)c1ccc(S(=O)(=O)N2CCCC2)s1,2,-1,-13,x,0,7,-10,-4
O=C(NCc1ccco1)c1ccc2c(c1)N(Cc1ccccc1)C(=O)CS2,2,3,x,x,3,-6,x,-4
COc1ccc2cc3cc(C(=O)N(C)C4CCCCC4)oc3nc2c1,5,-4,x,x,7,6,x,2
O=C(Nc1ccccc1C(=O)N1CCCCC1)c1cccs1,-5,-4,-13,-0.2,-6,0,-3,3
Cc1ccc(SCCN2CCN(C)CC2)cc1,3,-12,-12,0.2,-4,16,1,-13
Cc1nc(-c2ccccn2)nc(SCC(=O)c2ccc(F)cc2)c1Cl,x,x,-3,7.3,23,-12,-3,x
COc1ccc(CSc2ncnc3sccc23)cc1F,-1,-1,-10,-1.3,x,-10,-2,12
CC(C)(C)n1nnnc1C(c1cccc(C#N)c1)N1CCC(Cc2ccccc2)CC1 (stereo not drawn),-2,0,-19,x,x,2,-6,0
Cc1noc(C)c1NC(=O)Nc1ccc2c(c1)C(=O)N([C@@H](C)CO)C[C@H](C)[C@@H](CN(C)C(=O)Nc1ccc(F)cc1)OCCCC[C@@H](C)O2,-1,-2,7,0.0,9[16.7 µM],-4,1,21
O=C1C(C=NCCCN2CCCC2=O)=C(O)c2ccccc21,-4,0,x,x,-19,x,x,2
CC(=O)N(C)C[C@@H]1Oc2ncc(C#Cc3ccc(F)cc3)cc2C(=O)N([C@@H](C)CO)C[C@H]1C,1&7&1,1&-12&3,-21&9&1,0.0&0.2,-1,8&8&11,3&0&-1,4&-5&-2
Cc1ccc(C)c(S(=O)(=O)NCC(=O)Nc2ccc3c(c2)OCO3)c1,0,-2,-14,1.2,x,x,0,21
CN(CC(=O)NCc1cccnc1)S(=O)(=O)c1cc(Cl)ccc1Cl,4,1,-8,0.2,x,x,4,-6
CCN(CC)CCCNC(=S)N(CCO)Cc1cc2cc3c(cc2[nH]c1=O)OCO3,1,-3,-7,0.0,0,24,1,8
CCOC(=O)N1CCN(C(=O)c2cc3c(s2)-c2ccccc2OC3)CC1,2,-1,-8,-1.3,-2,10,-14,-16
COc1cc(OC)cc(C(=O)Nc2cccc(NC(C)=O)c2)c1,4,6,x,x,1,1,x,-3
# Next structures:
SMILES,PglD DTNB,Cneo AK release,RAD52 inh,E-sel inducer,miR-122 sensor,PGC1a acetyl inh,ERAP1 inh,RAD54 branch
COc1ccc(OC)c(NC(=O)c2nc(-c3ccccc3)oc2C)c1,-3,-1,-12,x,-2,15,-2,-6
c1ccc(Nc2nc(-c3ccncc3)cs2)nc1,-2,-12,x,x,14,13,x,0
CS(=O)(=O)N(CC(=O)Nc1ccccc1C(=O)N1CCCC1)c1ccc2c(c1)OCO2,x,x,0,0.4,-1,-5,-3,x
CC(NC(C(=O)c1ccccc1)c1ccccc1)c1ccccc1 (stereo not drawn),-1,-1,-8,-0.3,x,-7,-1,-1
CCn1cc(C(=O)N(C)c2cc(C)ccc2OC)c2cc(OC)c(OC)cc2c1=O,-1,0,-9,-0.3,2,2,-1,3
COC(=O)CCC(=O)N1CCc2cc(S(=O)(=O)N3CCc4ccccc43)ccc21,-1,8,x,x,-1,-15,x,-10
CCOc1ccc(CC(=O)C2C(=O)CC(C)(C)CC2=O)cc1OCC,5,1,x,-0.7,-3,5,x,-3
c1ccc(-c2cnc(-c3ccccc3)nn2)cc1,3,-2,-4,-0.1,x,x,4,8
COc1ccc(NC(=O)C2Cc3c(-c4cccc(NC(C)=O)c4)ccnc3O2)cc1 (stereo not drawn),-8,0,-3,1.8,10,x,3,-8
Nc1nc(NCc2ccccc2Cl)n(-c2ccccc2)n1,-4,-1,-16,-0.3,x,x,0,2
CCOC(=O)N/N=C/c1ccc(C)o1,-2,6,x,x,0,12,x,-4
O=C(NCCCNC(=O)c1cccnc1)c1ccc(Cl)cc1,x,x,-5,0.0,-3,x,4,x
